HTR1E antagonist = blocks the human 5-HT1E serotonin receptor; P28566; inhibition, % at 6 µM; 65,000 tested, 0.99% active; CHO 5-HT1E Ga15 NFAT-bla reporter, FRET, antagonist;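 active = inhibition above a set limit, the mean inhibition across every tested compound plus 3 SD, cut at about 29% in these data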;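 note: signal is the 460 over 535 nm emission ratio of beta-lactamase substrate; 0% = agonist plus DMSO wells and 100% = wells without agonist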
HEK293 NFkB inh = lowers PMA/ionomycin-induced NF-kB signal in HEK293 cells | HEK-293 NF-kB luciferase reporter, luminescence | inhibition, % at 3 µM | 62,000 tested, 0.21% active | AID 465;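 active = inhibition above the mean of all tested compounds plus 3 SD, cut at about 40% in these data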;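 note: 0% = stimulated DMSO wells and 100% = 10 µM reference inhibitor 5653914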
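System – HEK-293 cells with stable firefly luciferase reporter driven by four HIV NF-kB elements · Doses – one dose, 3 µM · Schedule – 1 h compound pre-incubation, 16 h PMA/ionomycin at 37 °C · Technique – luminescence from luciferase substrate reagent · Measure – percent inhibition normalized per plate to DMSO and reference-inhibitor controls · Replicates – tested once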
D1 allo mod = allosteric modulators of human D1 dopamine receptor. B-score at 10 µM. 58,000 tested, 5.9% active. HEK293 D1, CRE-luciferase, dopamine EC30 potentiation; actives deviate in either direction. P21728. AID 641;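 active = luminescence count or its row- and column-corrected plate score outside the 99.7% band of the plate's sample wells, on either side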
Target sequence (P21728 whole entry, looked up): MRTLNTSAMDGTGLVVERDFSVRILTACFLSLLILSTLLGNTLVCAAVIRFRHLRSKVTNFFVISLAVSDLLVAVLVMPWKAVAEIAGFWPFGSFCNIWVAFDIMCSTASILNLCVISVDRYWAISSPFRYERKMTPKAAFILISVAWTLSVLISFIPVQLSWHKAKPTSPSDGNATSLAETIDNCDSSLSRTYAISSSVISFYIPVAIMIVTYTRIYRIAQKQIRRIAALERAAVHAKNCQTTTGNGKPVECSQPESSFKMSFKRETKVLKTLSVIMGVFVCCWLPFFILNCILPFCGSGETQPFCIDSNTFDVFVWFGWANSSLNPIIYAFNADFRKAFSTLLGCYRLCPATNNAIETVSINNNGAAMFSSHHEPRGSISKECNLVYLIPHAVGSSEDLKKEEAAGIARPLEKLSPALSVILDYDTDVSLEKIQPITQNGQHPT
S1P3 ag = agonists of human S1P3 receptor; Q99500; S1P3 NFAT-BLA reporter cells, agonism, FRET ratio; relative to 1 µM S1P, basal subtracted; activation, % at 4.5 µM; 60,000 tested, 0.1% active;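 active = activation above the screen-wide mean plus 3 SD, cut at about 4.5% in these data, passing the limit was not always enough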; note: some compounds called inactive have numbers as strong as hits
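Measure – % activation relative to 1 µM S1P (100%), per plate · System – stable CHO line with human S1P3, Gα16, NFAT-BLA reporter · Timing – cells plated overnight, compound 4 h 37 °C, substrate 2 h RT · Technique – fluorescent BLA substrate, ex 405 nm, em 460/535 nm ratio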
HTR1A agonist = activates the human 5-HT1a serotonin receptor | CHO 5-HT1a Ga15 NFAT-bla reporter, FRET ratio; 0% basal, 100% maximal reference agonist | 65,000 tested, 0.56% active | activation, % at 10 µM | P08908;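 active = activation above the screen-wide mean activation plus 3 SD, cut at about 19% in these data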;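 note: 0% = DMSO wells and 100% = 5-CT at EC100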
Jurkat viability = reduces viability or proliferation of Jurkat cells. Jurkat E6.1 viability, ATP luminescence, 48 h. inhibition, % at 4 µM. 56,000 tested, 1.2% active;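 active = inhibition above the mean inhibition of all tested compounds plus 3 SD, cut at about 28% in these data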
5HT1a antag = 5-HT1a (human) receptor antagonism. CHO 5-HT1a Ga15 NFAT-bla reporter, antagonist mode. inhibition, % at 10 µM. 62,000 tested, 0.68% active. AID 612;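 active = inhibition above the mean of all tested compounds plus 3 SD, cut at about 43% in these data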;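 note: receptor stimulated by 5-CT agonist at 100 nM near EC80; beta-lactamase reporter measured by ratiometric fluorescence of a cleavable substrate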
HTR1E agonist = agonists of human 5-HT1E serotonin receptor. 65,000 tested, 0.69% active. AID 574. activation, % at 6 µM. CHO 5-HT1E Ga15 NFAT-bla reporter, FRET; 0% DMSO wells, 100% control agonist wells. P28566;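 active = activation above a set limit, the screen-wide mean activation plus 3 SD, cut at about 8.5% in these data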;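 note: 100% = positive control agonist at 1 µM giving full maximal response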
S1P1 ag pot = S1P1 (human) agonism or agonism potentiation; P21453; S1P1 CRE-bla cells, forskolin, beta-lactamase FRET, potentiator mode; S1P1 agonist co-added at EC20, 2 nM; 100% = saturating reference agonist, 0% = basal; activation, % at 9.5 µM; 56,000 tested, 0.57% active; AID 449;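 active = activation above a cutoff set at the mean activation of all tested compounds plus 3 SD, cut at about 54% in these data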;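 note: forskolin at 4 µM as EC80 and the EC20 agonist is SEW2871; 100% = SEW2871 at its EC100 plus forskolin at EC80; some compounds past the cut are filed as inactive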
Target sequence (P21453 whole entry, looked up): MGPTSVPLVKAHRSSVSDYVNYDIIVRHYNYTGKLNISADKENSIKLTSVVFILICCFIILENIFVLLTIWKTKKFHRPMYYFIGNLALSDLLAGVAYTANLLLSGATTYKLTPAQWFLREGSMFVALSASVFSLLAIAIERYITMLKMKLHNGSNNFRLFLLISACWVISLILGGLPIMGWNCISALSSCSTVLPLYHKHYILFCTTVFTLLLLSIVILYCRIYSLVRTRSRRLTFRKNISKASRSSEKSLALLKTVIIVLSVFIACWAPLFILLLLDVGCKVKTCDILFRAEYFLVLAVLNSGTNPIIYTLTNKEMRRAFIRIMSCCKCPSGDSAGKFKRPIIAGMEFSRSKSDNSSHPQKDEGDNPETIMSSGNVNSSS
* marks the source's active call; other numbers are inactive results; . = no result given.

SMILES | HTR1E antagonist | HEK293 NFkB inh | D1 allo mod | S1P3 ag | HTR1A agonist | Jurkat viability | 5HT1a antag | HTR1E agonist | S1P1 ag pot
CCCCNC(=O)CCCCCn1c(=O)[nH]c2cc(OC)c(OC)cc2c1=O | 0 | 12 | 0.46 | . | 2.2 | . | -17 | -0.4 | .
CCC(=O)Nc1nc(C)cc(SCC(=O)OC)n1 | 7 | -1 | 0.0074 | -0.2 | -1.5 | -2 | -7 | 0.8 | -13
O=C(Nc1nnc(COc2ccc(Cl)cc2)s1)c1cccs1 | -3 | 11 | -0.57 | -0.4 | -0.4 | -6 | 8 | 0.4 | .
O=C(COc1ccccc1)N1CCN=C1c1ccccc1 | 1 | 6 | -0.15 | -0.5 | -0.8 | -3 | 5 | 1.3 | .
N#CC1=C(N)N2C(=C(C#N)C1c1ccccc1)Sc1ccccc12 (stereo not drawn) | 11 | . | -2.8 | -4.3 | 1.6 | . | . | -1.3 | -10
CS(=O)(=O)N(CC(=O)N1CCOCC1)Cc1ccccc1 | 2 | 10 | 0.78 | -0.4 | -0.8 | -3 | -2 | -0.2 | -5
COC(=O)C(CC(=O)c1ccc(Br)cc1)n1ccnc1 (stereo not drawn) | 14 | 11 | -0.44 | -0.7 | -1.2 | 0 | 22 | 0.4 | .
COCCNC(=O)COc1ccccc1Cl | 11 | 12 | 0.91 | -1.4 | 0.1 | -4 | 5 | -1.6 | 0
CC(=O)c1cccc(NC2c3ccccc3C(=O)N2Cc2ccc3c(c2)OCO3)c1 (stereo not drawn) | -1 | 15 | 1.8 | -0.6 | -1.4 | 7 | 5 | 0.4 | 0
COc1ccccc1/C=c1\sc2nc(-c3ccco3)nn2c1=O | 18 | 14 | -0.28 | -1.3 | -2.4 | 5 | 4 | 0.5 | 25
Cc1c(N(C)C(=O)c2ccco2)c(=O)n(-c2ccccc2)n1C | 0 | 9 | 1.2 | -0.1 | -0.1 | -4 | -1 | 0.4 | .
COc1cccc(NC2=CC(=O)CC(C)(C)C2)c1 | -4 | 2 | 0.5 | . | -2.3 | . | 7 | -1.4 | .
COc1ccc(-n2c(Cn3c(=O)sc4ccccc43)nnc2SCC(=O)N2CCCCC2)cc1 | -2 | 22 | 0.31 | 0.0 | -1.2 | -6 | -9 | -0.7 | -8
CSC1=NCCN1C(=O)c1cccs1 | -6 | 3 | 3.5 | -0.3 | -2.5 | -6 | -4 | 0.3 | -13
CC1CCCCC1NS(=O)(=O)c1ccc(S(=O)(=O)N2CCN(CCC#N)CC2)cc1 (stereo not drawn) | -11 | 20 | 0.51 | -1.6 | -2.1 | 0 | 9 | -1.0 | -1
COC(=O)c1cccc(Oc2nc(N3CCOCC3)nc(N3CCOCC3)n2)c1 | 5 | 3 | 0.37 | -0.6 | -0.5 | -6 | -10 | -0.2 | .
CC(C)[N+](C)(CCOC(=O)C1c2ccccc2Oc2ccccc21)C(C)C | 2 | . | 0.12 | -2.4 | -2.1 | . | . | -0.4 | -4
COc1cccc2sc(Nc3nnc(-c4cccs4)o3)nc12 | 7 | -57 | . | -0.8 | -7.5 | 47* | 46* | 0.2 | -47
O=c1cc(CNC2CCCCC2)c2ccccc2[nH]1 | 8 | 16 | -0.2 | -0.2 | -3.6 | 16 | 13 | -0.2 | 10
O=C1NC(=S)SC1=C1CCCCCC1 | -14 | 10 | 0.81 | 0.5 | -2.0 | -3 | 6 | -0.2 | 4

Reprinted from the part before: 3 entries, followed by the next part.
SMILES | HTR1E antagonist | HEK293 NFkB inh | D1 allo mod | S1P3 ag | HTR1A agonist | Jurkat viability | 5HT1a antag | HTR1E agonist | S1P1 ag pot
COc1cccc2sc(Nc3nnc(-c4cccs4)o3)nc12 | 7 | -57 | . | -0.8 | -7.5 | 47* | 46* | 0.2 | -47
O=c1cc(CNC2CCCCC2)c2ccccc2[nH]1 | 8 | 16 | -0.2 | -0.2 | -3.6 | 16 | 13 | -0.2 | 10
O=C1NC(=S)SC1=C1CCCCCC1 | -14 | 10 | 0.81 | 0.5 | -2.0 | -3 | 6 | -0.2 | 4
Cn1c(CCN2CCCCC2)nc2cc(NS(=O)(=O)c3ccccc3)ccc21 | 1 | 18 | -0.42 | -0.3 | -2.2 | 4 | -4 | 1.0 | 15
COc1ccc(-c2noc(CSc3nnc(-c4ccncc4)n3-c3ccc(F)cc3)n2)cc1OC | 3 | 14 | 4.6* | -0.3 | 0.9 | 1 | -11 | 0.0 | .
CC(C)Nc1oc(Cc2cccc3ccccc23)nc1C#N | 7 | 4 | 1.1 | -1.1 | -3.1 | 6 | -4 | 0.6 | -2
O=S(=O)(c1cc(Cl)ccc1Cl)N1CCN(Cc2ccc3c(c2)OCO3)CC1 | 2 | 6 | -0.8 | -0.9 | -1.7 | -4 | -2 | 0.1 | 15
O=S(=O)(c1ccc2c(c1)OCCO2)N1CCN(Cc2ccc3c(c2)OCO3)CC1 | -7 | 6 | -0.3 | -0.8 | 0.5 | -2 | -2 | 0.1 | 6
NC(N)=Nc1nc(CSCC/C(N)=N/S(N)(=O)=O)cs1 | -5 | . | -0.13 | -4.2 | 1.5 | . | . | -0.7 | 10
CCn1c(SCC(=O)Nc2cc(F)ccc2C)nnc1-c1ccccc1O | -1 | 5 | -0.44 | -1.0 | -0.8 | 9 | 15 | -1.4 | -2
Cc1ccc(S(=O)(=O)N2CCN(c3ncnc4c3cnn4-c3ccccc3)CC2)cc1 | -10 | 11 | -0.3 | 0.1 | -2.3 | -2 | -9 | 0.5 | -16
CCCOc1ccccc1NC(=O)c1c(-c2ccccc2)noc1C | -8 | 9 | -1.4 | -0.9 | -4.2 | 7 | 15 | 0.9 | -22
CCCCSc1nnc([C@H](CC(C)C)NC(=O)OC(C)(C)C)o1 | -2 | 9 | -0.5 | 2.2 | 0.3 | -1 | 9 | -0.4 | -12
Cc1cc(=O)[nH]c(SCC(=O)N2CCCCCC2)n1 | 14 | 10 | -0.18 | 1.1 | -1.2 | -6 | 13 | -0.8 | 2
Cc1nc2sc(C(c3ccccc3)N3CCC(O)CC3)c(O)n2n1 (stereo not drawn) | -4 | 13 | -0.83 | 0.1 | -0.4 | -4 | 6 | -0.1 | -4
CC(C)CN(C#N)c1nc(N2CCOCC2)nc(N2CCOCC2)n1 | 12 | 31 | . | -1.5 | 0.5 | 9 | 24 | 0.4 | 3
O=C(NCc1ccccc1)C1C(=O)N(Cc2ccccc2)C(=O)C1C1(O)CCCC1 (stereo not drawn) | -3 | . | . | -1.7 | 4.6 | . | . | -0.6 | -26
CCN1C(=O)c2ccc(C(=O)O)cc2C1=O | -2 | 17 | -0.16 | 0.2 | 0.0 | 3 | -2 | -0.4 | -1
O=C(NC1CCCCC1)N1CCCCCC1 | -7 | -3 | 0.9 | -0.3 | -2.3 | -9 | -5 | 0.0 | -12
COc1ccc(S(=O)(=O)N2CCN(CC(=O)Nc3ccc(C)c(F)c3)CC2)cc1 | 2 | 2 | -0.73 | -0.9 | -5.4 | -2 | 12 | -0.7 | -6
COC(=O)c1c(NC(=O)c2nn(C)cc2Cl)sc2c1CCCC2 | -1 | . | . | -1.7 | 1.5 | . | . | -0.1 | -16
O=C(Cn1nnc2c(cnn2-c2ccccc2)c1=O)N1CCN(c2ccccc2F)CC1 | 2 | 11 | 1.1 | -0.4 | 1.5 | 2 | -24 | -0.9 | 9
O=C(c1ccccc1)c1cccn1CC(=O)N1CCCCCC1 | 5 | 16 | -0.093 | -0.7 | 0.2 | 2 | 0 | -0.4 | -6
Cc1ccc(OCc2nnc(SCC(=O)Nc3ccc4c(c3)OCCO4)n2Cc2ccco2)cc1 | 4 | 30 | -0.56 | -0.2 | -1.8 | 10 | 11 | -0.8 | 18
Cc1cc(Cl)c(S(=O)(=O)N2CC(C)OC(C)C2)cc1OCC(N)=O (stereo not drawn) | 3 | 9 | -0.49 | -0.3 | -1.5 | 2 | -3 | -0.3 | -21
Cc1noc(C)c1S(=O)(=O)NCCN1CCN(c2ccccc2)CC1 | 7 | 14 | -1.6 | . | -0.3 | . | 2 | -1.1 | .
COc1ccc(CC(=O)Nc2cc(C)c3c(=O)oc4ccccc4c3n2)cc1 | 5 | 18 | -0.26 | -1.1 | 3.3 | -2 | -23 | 0.4 | -13
CCOc1cc2c(C)cc(=O)oc2cc1Cl | -6 | 9 | . | 0.4 | -1.7 | 0 | 8 | -0.8 | -16
CCN(CC)S(=O)(=O)c1ccc(S(=O)(=O)Nc2cc3c(cc2C(C)=O)OCO3)cc1 | -7 | 13 | 0.3 | -1.1 | 1.2 | -1 | 15 | 0.1 | 14
CCN(CC)S(=O)(=O)c1ccc2[nH]cc(C(=O)NCCN3CCCCC3C)c(=O)c2c1 (stereo not drawn) | -8 | 14 | -1.6 | -1.1 | -0.1 | 5 | 12 | -0.4 | 4
Cc1cc(N)ccc1-n1c(C)ccc1C | -1 | 27 | -0.5 | -0.6 | 0.9 | 6 | -3 | -1.1 | -3
CCOC(=O)N1CCN(c2c(F)cc3[nH]c(=S)[nH]c3c2Br)CC1 | 22 | 8 | 0.96 | 0.3 | -1.1 | 85* | 11 | 0.7 | 11
O=C(c1ccco1)N1CCN(C(=O)c2sccc2-c2ccccc2)CC1 | -2 | 9 | 0.26 | . | -2.1 | . | -2 | -0.3 | .
CCN1C(=O)c2cccc3c(S(=O)(=O)Nc4ccc(OC)cc4OC)ccc1c23 | 0 | 8 | -1 | -1.4 | -2.2 | 5 | 2 | -0.2 | 1
O=C(O)CNC(=O)c1ccccc1F | -14 | 19 | . | 0.2 | -1.5 | -1 | -7 | 0.2 | -78
O=C(NCCCn1ccnc1)c1cn(-c2ccccc2)nc1-c1ccccc1 | -13 | 2 | -0.35 | -0.8 | -3.0 | -4 | 9 | 0.1 | -7
Cc1cnn(-c2ccc3nnc(-c4ccc(Br)cc4)n3n2)c1 | 12 | 1 | 0.79 | 0.3 | 0.3 | -1 | 5 | 0.1 | .
CCCc1cc(C(=O)N(C2CCCCC2)C2CCCCC2)no1 | 3 | 8 | 0.2 | 58* | -2.3 | 4 | 3 | 0.1 | 13
CC(=O)C1=C(O)C(=O)N(CCN(C)C)C1c1ccc(Cl)cc1 (stereo not drawn) | -4 | 16 | -1.6 | 0.4 | -1.0 | -1 | 8 | -0.6 | 0
CC1Cn2c(nnc2-c2cccs2)S1 (stereo not drawn) | -9 | 2 | -0.024 | -0.2 | 0.5 | -3 | -12 | 0.8 | 4
CCCSc1nnc(-c2c[nH]c3ccccc23)n1CC | 8 | 5 | -0.16 | -1.6 | -1.5 | 3 | 9 | -0.1 | 17
Cc1occc1-c1nnc(SCC(=O)N2c3ccccc3CCc3ccccc32)n1C | -2 | 6 | -0.7 | -0.2 | -0.7 | 5 | 0 | -0.9 | 23
O=C(Nc1ccc(C(=O)N2CCOCC2)cc1)c1cccs1 | -7 | 3 | 0.2 | 1.2 | -2.1 | -4 | -10 | -0.2 | -24

Bioassay records deposited in PubChem BioAssay by several laboratories.
